USP2a block – blocks human ubiquitin-specific protease USP2a; Potency, µM (highest dose often 38.3 µM), for inactives: top-dose activity change, negative = inhibition, most hits filed as inhibitors; actives 0.01% (n = 330,000); USP2 core, Ub-CHOP2 coupled fluorogenic reporter, 485/531;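 further: potency means the concentration at half of the fitted maximal effect; plate controls were DMSO wells for no effect and full inhibition by NEM control for full effect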
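Deubiquitinase activity read as fluorescence (485/531 nm) after Ub-CHOP2 cleavage activates the enterokinase reporter on its substrate; USP2 core 10nM, Ub-CHOP2 and substrate 25nM each, 30min compound preincubation then 60min RT; data normalized to NEM, curves fitted.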
ELG1 DNA repair – blocks ELG1-dependent DNA repair in HEK293T cells; HEK293T ELG1-luciferase reporter, luminescence, 16 h; DNA damage induced by 5-fluorouridine; Potency, µM (doses to about 46.1 µM), without a hit: at the highest dose activity change, negative = inhibition, usual class: inhibitors; actives 2.3% (n = 330,000); AID 504467; further: potency means the concentration at half of the fitted maximal effect; on the % scale 0 is the no-effect control and ±100 the full control effect; nearly all actives have a fitted effect of over 55% in size
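Step one: seed 2,000 cells per well. Step two: pin-transfer compound or DMSO alongside 5-fluorouridine. Step three: incubate 16 hr, 37 °C, 5% CO2. Step four: add ONE-Glo, wait 30 min, read luminescence.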
uPA surface inh – cell surface uPA generation inhibition; cell surface uPA generation assay, qHTS; Potency, µM (doses to about 38.3 µM), for inactives: at the highest dose activity change, negative = inhibition, usual class: inhibitors; AID 540303; actives 0.31% (n = 330,000); active means well fitted inhibition curve with a large enough effect; inconclusive means small, poorly fitted or top-dose-only effect; inactive means no such curve, though single readings can be large or run the other way; tested in mouse RAW 264.7 cells; further: potency means the concentration at half of the fitted maximal effect; on the % scale 0 is the no-effect control and ±100 the full control effect; nearly all actives have a fitted effect of over 55% in size
Eya2 phos inh – inhibitors of human Eya2 phosphatase activity; Potency, µM (series often up to 76.9 µM), for the others: at the highest dose activity, negative = inhibition, hits mostly inhibitors; AID 488837; O00167; recombinant Eya2, OMFP fluorescence dephosphorylation (OMFP is methylfluorescein phosphate); actives 0.006% (n = 330,000); further: potency means the concentration at half of the fitted maximal effect; on the % scale 0 is the no-effect control and ±100 the full control effect
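Eya2 (0.2 uM) preincubated 10 min at ambient with compound, then OMFP substrate added at 50 uM; 10 min reaction in 50 mM HEPES pH 7.5, 50 mM NaCl, 5 uM MgCl2, 0.05% BSA, 1 mM DTT. Fluorescence read at Ex 485/Em 525 nm.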
TCR activator – T cell receptor activation. AID 504894. 330,000 tested, under 10 active. primary human leukocytes, anti-CD3, IL-2 HTRF, 48 h. Potency, µM (top dose mostly 9.22 µM), without a hit: at the top dose activation of IL-2 secretion, most hits filed as activators; further: % of control where 0% means no effect
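Compounds are tested in HTS on primary human leukocytes co-incubated with a-CD3 beads for 48 hr. IL-2 output is measured by time-resolved FRET.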
TSHR antag – blocks TSH signaling through the human TSH receptor; P16473; TSHR-expressing cells, TSH-stimulated cAMP HTRF, 2 h; stronger effect = lower value; activity change, negative = inhibition, % at 11.5 µM; actives 0.2% (n = 330,000); AID 504810;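 active means activity change below a set negative limit, meaning inhibition stronger than a set level, cut at about -70% in these data; inconclusive means activity change between two set negative limits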; further: on the % scale 0 is the no-effect control and ±100 the full control effect
Target sequence (P16473 whole entry, looked up): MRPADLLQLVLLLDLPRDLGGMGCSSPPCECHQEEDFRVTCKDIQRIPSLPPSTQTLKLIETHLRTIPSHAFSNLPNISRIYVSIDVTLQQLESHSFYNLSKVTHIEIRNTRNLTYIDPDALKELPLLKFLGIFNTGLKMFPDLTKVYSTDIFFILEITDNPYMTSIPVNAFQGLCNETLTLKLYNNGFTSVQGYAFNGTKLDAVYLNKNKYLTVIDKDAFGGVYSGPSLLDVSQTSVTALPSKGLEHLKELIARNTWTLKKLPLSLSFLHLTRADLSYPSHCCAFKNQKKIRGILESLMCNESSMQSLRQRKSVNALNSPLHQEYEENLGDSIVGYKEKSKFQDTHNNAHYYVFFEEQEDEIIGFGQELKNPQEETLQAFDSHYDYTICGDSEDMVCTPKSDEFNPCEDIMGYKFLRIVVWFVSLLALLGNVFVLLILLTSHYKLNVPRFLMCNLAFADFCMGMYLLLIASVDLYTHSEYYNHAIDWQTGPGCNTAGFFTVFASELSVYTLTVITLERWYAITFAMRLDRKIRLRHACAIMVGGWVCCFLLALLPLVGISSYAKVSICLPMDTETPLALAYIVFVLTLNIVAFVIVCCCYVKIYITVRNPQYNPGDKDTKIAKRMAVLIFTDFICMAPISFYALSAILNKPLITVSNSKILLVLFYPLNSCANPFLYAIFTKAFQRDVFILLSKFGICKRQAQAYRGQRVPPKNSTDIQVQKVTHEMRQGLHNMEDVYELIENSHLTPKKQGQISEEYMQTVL
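Freshly harvested TSHR cells receive pin-tooled compound, then EC80 TSH at 4nM final. After 2 hours at 37 deg C, antibody in lysis buffer and cAMP-d2 are added; 30 minutes at ambient temperature precede the HTRF read.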
Tb PFK block – blocks T. brucei phosphofructokinase | T. brucei PFK, ADP-Glo luminescence | actives 0.17% (n = 330,000) | Potency, µM (highest dose often 57.5 µM), without a hit: at the top dose activity, negative = inhibition, most hits filed as inhibitors;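 further: potency means the concentration at half of the fitted maximal effect; 0% = uninhibited 1x PFK enzyme wells and -100% = no-enzyme wells; nearly all actives have a fitted effect of over 60% in size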
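Luminescent ADP detection (ADP-Glo, two-step: ATP depletion then ADP-to-ATP conversion for luciferase) reported PFK activity after 45 min room-temperature reaction of 1.25 nM enzyme with 0.5 mM F6P and 0.1 mM ATP at pH 8.0.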
TSG101-PTAP inh – blocks PTAP/TSG101 interaction to inhibit HIV-1 budding; Fluorescence polarization, FITC-PTAP peptide / Tsg101 binding; Potency, µM (highest dose often 115 µM), for inactives: at the highest dose activity change, negative = inhibition, most hits filed as inhibitors; 340,000 tested, under 10 active; active means well fitted inhibition curve with a large enough effect in the main read-out, with a control signal flat, not every such curve was filed as active; inconclusive means small, poorly fitted or top-dose-only effect, or effect the other way, or a change in a side signal; inactive means no such curve, though single readings can be large or run the other way; further: potency means the concentration at half of the fitted maximal effect; % of control where 0% means no effect
Target sequence (Q99816 whole entry, looked up): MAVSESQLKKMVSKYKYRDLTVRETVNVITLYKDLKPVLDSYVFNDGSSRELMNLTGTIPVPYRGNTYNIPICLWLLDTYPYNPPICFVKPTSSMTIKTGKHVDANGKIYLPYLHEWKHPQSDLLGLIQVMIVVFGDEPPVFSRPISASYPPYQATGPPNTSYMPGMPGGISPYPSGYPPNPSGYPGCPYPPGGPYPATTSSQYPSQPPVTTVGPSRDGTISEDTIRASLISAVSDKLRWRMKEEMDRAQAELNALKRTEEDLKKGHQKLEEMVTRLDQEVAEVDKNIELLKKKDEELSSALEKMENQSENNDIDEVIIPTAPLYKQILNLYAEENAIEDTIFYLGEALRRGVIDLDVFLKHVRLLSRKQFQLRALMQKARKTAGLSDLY
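Tsg101 binding domain (10 uM final) was mixed with compound and a FITC-labeled PTAP peptide (50 nM final) in HEPES pH 7.5 buffer with NaCl, Tween 20, EDTA and TCEP; fluorescence polarization was read after 20 min at r.t.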
Chronic BCR inh – chronic active BCR signaling inhibition. ABC-DLBCL IkBa-CBG/CBR reporter, luminescence ratio, 4 h. Potency, µM (top dose mostly 46.1 µM), for inactives: top-dose ratio change, negative = lower green/red ratio, most hits filed as inhibitors. actives 0.05% (n = 340,000). AID 493014; active means well fitted inhibition curve with a large enough effect in the signal ratio, with a control signal flat, not every such curve was filed as active; inconclusive means small, poorly fitted or top-dose-only effect, or effect the other way, or a change in a side signal; the % refers to the signal ratio;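 further: potency means the concentration at half of the fitted maximal effect; plate controls were basal doxycycline-induced cells for no effect and cells given 10 µM MG132 for full effect; MG132 reads +100%, hits lower the ratio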
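Cell line TMD8 (human ABC DLBCL), stably expressing tet-inducible CBG68-IkBa fusion and CBR; IMDM/0.5% FBS; cpd up to 46 uM; dox induction, 4 h, 37C/5% CO2; dual luminescence; green/red ratio; MG132 control.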
B2AR arrestin – beta2AR (human) beta-arrestin recruitment activity. beta-arrestin recruitment to beta2AR, cell-based reporter. AID 492947. actives 0.02% (n = 330,000). Potency, µM (titrated, usually from 46.1 µM), without a hit: at the highest dose activation, most hits filed as activators;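 further: potency means the concentration at half of the fitted maximal effect; 0% = DMSO controls and full agonism = EC100 isoproterenol or metaproterenol; nearly all actives have a fitted effect of over 65% in size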
Mito fusion yeast – blocks mitochondrial division or promotes mitochondrial fusion; S. cerevisiae fusion-defective mutant growth rescue, CellTiterGlo 48 h; Potency, µM (doses to about 46.1 µM), without a hit: at the highest dose growth rescue (activation), hits mostly activators; actives 0.23% (n = 320,000); AID 485298;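 further: potency means the concentration at half of the fitted maximal effect; % of control where 0% means no effect; nearly all actives have a fitted effect of over 45% in size; temperature-sensitive fusion mutants such as fzo1-1 at 37 °C on non-fermentable ethanol glycerol medium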
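Compounds are tested for their ability to restore growth of mitochondrial fusion-defective yeast strains at non-permissive 37C in YPEG medium over 48 hours. Viability is quantified by luciferase luminescence.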
An asterisk follows results filed as active; u = inconclusive; x = not tested or not shown; [ ] = dose if it differs, or a comment. Unless noted, the call rests on the fitted dose curve; in most records, active means well fitted curve in the direction sought with a large enough effect; inconclusive means small, poorly fitted or top-dose-only effect, or another doubt; inactive means no such curve, though single readings can be large; an effect the other way counts as inactive or inconclusive. Outcome played no part in choosing rows; overall some 3% were active at least once.

| compound | B2AR arrestin | Eya2 phos inh | TCR activator | Chronic BCR inh | uPA surface inh | USP2a block | Mito fusion yeast | Tb PFK block | TSG101-PTAP inh | ELG1 DNA repair | TSHR antag |
| --- | --- | --- | --- | --- | --- | --- | --- | --- | --- | --- | --- |
| CCc1cc2c(NCC(=O)O)ncnc2s1 | 0.2% | 7% | 0% | u | 7% | -3% | -2% | 1% | -2% | 8% | 6 |
| CC(=O)N(CCN(C(C)=O)c1ccccc1)c1ccccc1 | -0.1% | -36% | x | 5% | -2% | 0% | -7% | -3% | -6% | 0% | 4 |
| C=CCn1c(SCC(=O)Nc2ccc3c(c2)OCO3)nnc1-c1ccccc1O | 0.3% | -27% | -1% | 7% | x | -1% | -12% | -20% | -7% | u | 8 |
| CC1(c2ccc3noc(-c4ccc(Cl)cc4)c3c2)OCCO1 | -0.1% | 10% | -1% | 1% | -3% | -4% | 10% | 1% | 1% | u | -28 |
| O=C(N1CCCC1)n1c(Cc2ccccc2)nc2ccccc21 | -0.1% | 13% | 6% | u | -2% | 3% | -2% | 8% | -6% | u | 11 |
| CCCCNC(=O)CN1CCN(Cc2ccc3cc(OC)ccc3c2)CC1 | -1.2% | u | 7% | u | 12% | 0% | 8% | -6% | -6% | -12% | -2 |
| CC(=O)Nc1ccc(C(=O)Nc2ccc(S(=O)(=O)Nc3nccc(C)n3)cc2)cc1 | 0.1% | 2% | -1% | -1% | -1% | 0% | 1% | 0% | -4% | 1% | 11 |
| CCOc1ccc2c(c1)C(C)=CC(C)(C)N2S(=O)(=O)c1ccc(C)cc1 | -0.1% | 0% | 3% | u | -17% | -2% | 8% | -6% | 1% | -1% | 1 |
| Cc1cc(C)c2nc(N3CCC(C(=O)NCC4CCCO4)CC3)sc2c1 (configuration not stated) | 0.4% | 4% | 1% | -5% | 5% | 0% | 11% | 4% | -10% | -2% | -12 |
| Cc1cc(OCc2cc3c(cc2Cl)OCO3)c2c(C)cc(=O)oc2c1 | 0.2% | -9% | -4%[46.1 µM] | -5% | 4% | 3% | 0% | 11% | -1% | 16% | 2 |
| CCN1C(C)=C(C)S/C1=C1\SC(=S)N(N)C1=O | -0.1% | -2% | 8% | 0% | 5% | 1% | 0% | -1% | -4% | 5% | -20 |
| COc1ccc(/C=C/C(=O)N(C)C2CCS(=O)(=O)C2)cc1 (configuration not stated) | -0.2% | -6% | -7% | -5% | 3% | 1% | -5% | 1% | -2% | 12% | 10 |
| CC(C)(c1ccccc1)c1ccc(OCCn2cnc3ccccc3c2=O)cc1 | -0.2% | -8% | 0% | 13% | 3% | -6% | 11% | 0% | -7% | 2% | -16 |
| CCN(Cc1ccccc1)S(=O)(=O)c1ccc2c(c1)NC(=O)CC(=O)N2 | -0.5% | -10% | 14% | 19% | 18% | 2% | -2% | 6% | -2% | 1% | -4 |
| CC1=CC(C)(C)NC(=S)N1c1ccc(C)cc1C | 0.0% | 2% | -1% | 9% | -7% | 2% | -10% | 0% | -4% | -27% | 2 |
| N#Cc1c(-c2ccccc2)cc(C2CC2)nc1SCC(=O)c1cccs1 | -0.7% | 0% | 5% | 15% | 8% | 4% | 5% | -3% | 0% | -15% | -4 |
| O=C(O)C1CCCCN1C(=O)c1ccc(S(=O)(=O)N2CCCC2)cc1 (configuration not stated) | -0.3% | -9% | 5% | 2% | 1% | 0% | -13% | 0% | -4% | -1% | -2 |
| Cc1ccc(NC(=O)CNS(=O)(=O)c2cccs2)cc1F | -4.5% | 2% | 1%[46.1 µM] | 3% | 2% | 4% | x | -2% | 1% | u | 15 |
| COc1ccc(C2C(C(=O)Nc3ccccc3OC)=C(C)Nc3ncnn32)cc1 (configuration not stated) | -0.6% | 13% | -2% | u | 0% | 0% | -1% | -13% | -10% | -10% | 9 |
| C/C(=N\NC(=O)COc1ccc(C)cc1[N+](=O)[O-])c1cccs1 | -0.3% | 1% | -2% | u | -4% | 2% | u | 2% | -5% | 11% | -20 |
| COC(=O)Cc1csc(NC(=O)c2ccc3ncsc3c2)n1 | -0.1% | -18% | 0% | u | -5% | -3% | 9% | -1% | 0% | u | -14 |
| Cc1ccc(NC(=O)CN2CCOCC2)cc1 | 0.5% | -6% | -6% | u | 9% | 4% | -5% | -6% | -1% | -3% | -3 |
| CC(C)(Oc1ccc(Cl)cc1)C(=O)OCC(=O)NCCc1ccc(S(N)(=O)=O)cc1 | -0.2% | -15% | -3% | 0% | 6% | 2% | -3% | -1% | -1% | 0% | -12 |
| Cc1ccc(C)c(SCC(=O)Nc2oc(C)c3c(C)n[nH]c(=O)c23)c1 | -0.4% | -6% | -1% | -4% | -1% | 1% | -1% | 14% | 1% | u | 3 |
| Cc1noc(C)c1S(=O)(=O)N1CCN(c2ccccc2)CC1 | 0.3% | -14% | -3% | -10% | -17% | -2% | -3% | u | -1% | 14% | 51 |
| Cc1ccc(OCCSc2nnc(NC(=O)c3ccco3)s2)cc1 | -0.1% | 14% | 6% | 7% | -3% | 0% | -10% | -13% | -2% | 6% | 2 |
| COc1ccc(NS(=O)(=O)c2cc(NC(=O)[C@@H](NC(N)=O)C(C)C)ccc2C)cc1 | -2.1% | 7% | 4% | u | u | -4% | -3% | 4% | -1% | -11% | -19 |
| O=C(Nc1cccc(-n2cnnn2)c1)c1ccco1 | 11% | 7% | -4% | -1% | 0% | 2% | 8% | -6% | -2% | u | 16 |
| CCOC(=O)c1cnc(-n2nc(C)cc2C)nc1NC | 18µM* | 9% | -8% | u | x | 4% | 4% | -2% | -8% | -10% | -1 |
| CC1CCN(CCc2nc3cc(NS(=O)(=O)c4ccc(F)cc4)ccc3n2C)CC1 | -0.2% | 6% | 3% | u | -5% | -1% | 6% | -1% | -1% | -14% | -6 |
| Cc1cc(C)n(CC(C)NC(=O)c2cc(COc3ccc(F)c(F)c3)on2)n1 (configuration not stated) | 0.5% | -4% | -5% | u | -7% | 0% | 3% | -5% | 0% | u | -4 |
| COC(CNC(=O)C(=O)Nc1cc2c3c(c1)CCN3C(=O)CC2)OC | -0.1% | 8% | -4% | -15% | -2% | 1% | -7% | -3% | -3% | u | 8 |
| CCOC(=O)CSc1nc2sc3c(c2c(=O)n1-c1ccccc1)CCN(C(C)C)C3 | 0.3% | 5% | -5% | 0% | -4% | -1% | -7% | -7% | -8% | -6% | -6 |
| CN1CCN(c2ccc(NS(=O)(=O)c3ccc(Cl)cc3)cn2)CC1 | -0.1% | -27% | x | 0% | -1% | -3% | u | 2% | -4% | u | -8 |
| Cn1c(=O)n(C)c2cc(NS(=O)(=O)c3ccc(C(C)(C)C)cc3)ccc21 | -0.3% | -4% | 2% | u | 7% | -2% | -2% | 5% | -5% | -12% | -15 |
| O=C(/C=C/c1ccc(N2CCCCC2)c([N+](=O)[O-])c1)c1ccc(S(=O)(=O)N2CCCC2)cc1 | u | -12% | 7%[46.1 µM] | 4% | -3% | 4% | 3% | -5% | -5% | u | -3 |
| CC1(NC(=S)Nc2ccc(NC(=S)NC3(C)CCS(=O)(=O)C3)cc2)CCS(=O)(=O)C1 (configuration not stated) | -0.5% | -18% | 2% | -2% | -16% | 3% | 3% | -1% | -10% | -9% | -1 |
| CC(C)CCN1NC2(CCC(C)CC2)NC1=S (configuration not stated) | u | 14% | 7% | 2% | 2% | 1% | -8% | -15% | -4% | -8% | -42 |
| CNC(=O)Nc1cccc2cccnc12 | -0.9% | 4% | 2% | 4% | 0% | 1% | 0% | -1% | -2% | 0% | -5 |
| C[C@@H](CSc1ccc(Br)cc1)CN1CC[C@H](C(C)(C)C)CCC1=O | 0.0% | -14% | -3% | 11% | 6% | 5% | 19% | 0% | -2% | 6% | -24 |
| Fc1cccc(NC(=S)NCc2ccc(Cl)cc2)c1 | 0.3% | -5% | 4%[46.1 µM] | 8% | -4% | 1% | -4% | -16% | -6% | -6% | -20 |
| COC(=O)C1=C(C)N(CC2CC2)C(=O)N[C@H]1c1ccc(Br)cc1 | -0.7% | 3% | 8% | 7% | 0% | 1% | 9% | -3% | -3% | -11% | 1 |
| O=C(COC(=O)c1ccccc1C(=O)c1ccc(Cl)cc1)NCc1ccccc1 | 0.3% | -8% | 2%[46.1 µM] | 1% | u | 2% | 0% | -8% | 0% | -2% | 2 |
